HIF-2a block: blocks HIF-2a reporter activity. 786-0 RCC cells HIF-2a reporter, luciferase luminescence, overnight. inhibition, % at 18.8 µM. hit rate 0.72% among 360,000;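 active = inhibition of the luminescence signal of 40% or more relative to plate controls, in a single-dose primary screen at 18.75 µM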
Vif imaging: blocks HIV Vif function. hit rate 0.35% among 340,000. inhibition, % at 7.49 µM. HEK293T cells, Vif self-association by quenched fluorescence, imaging, 24 h; in the data active = inhibition above about 50%, passing the limit was not always enough; also: some results filed as inactive read as strong as hits
Peg3 promoter: Peg3 promoter activity inhibition; hit rate 1.7% among 360,000; inhibition, % at 20 µM; HeLa PEG-Prom luciferase reporter, luminescence, overnight;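 active = inhibition of at least 50% at 20 µM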
NR2E3 ag-1: agonists of human NR2E3 nuclear receptor | AID 602229 | inhibition of corepressor binding, % at 3.98 µM | CHO-S Gal4-NCOR/VP16-NR2E3 two-hybrid, luciferase | hit rate 0.35% among 360,000 | Q9Y5X4;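 active = inhibition above the mean of all tested compounds plus 3 SD, cut at about 70% in these data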;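 also: 0% = DMSO with NR2E3 transfected cells and 100% = cells lacking NR2E3 construct; higher means lower luciferase signal from less NR2E3 corepressor binding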
Target sequence (Q9Y5X4 whole entry, looked up, the tested form may be a part): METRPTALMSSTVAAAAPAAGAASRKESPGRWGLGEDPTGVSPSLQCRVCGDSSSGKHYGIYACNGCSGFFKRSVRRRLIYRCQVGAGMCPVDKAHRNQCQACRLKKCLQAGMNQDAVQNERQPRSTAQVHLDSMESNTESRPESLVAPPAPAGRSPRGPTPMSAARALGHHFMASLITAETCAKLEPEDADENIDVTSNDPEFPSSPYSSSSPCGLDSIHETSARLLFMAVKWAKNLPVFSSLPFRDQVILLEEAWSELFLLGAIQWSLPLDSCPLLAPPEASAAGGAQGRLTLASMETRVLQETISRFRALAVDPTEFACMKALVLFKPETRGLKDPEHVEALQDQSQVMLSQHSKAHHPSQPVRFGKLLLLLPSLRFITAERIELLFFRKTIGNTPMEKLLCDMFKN
CaV13 ICDI inh: Primary screen for inhibitors of IQ motif and Ca2+-dependent inactivation inhibitor domain binding in CACNA1D, Förster resonance energy transfer in living cells, …; HEK cells, CFP/YFP FRET ICDI-IQ, plate reader, 10 min; percent FRET-ratio fall versus neutral wells; inhibition, % at 12.3 µM; hit rate 0.098% among 340,000;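 active = mean replicate inhibition of at least 30% and at least 1% of replicates passing that level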;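 also: 0% = median of the neutral control wells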
CF NFkB inh: cystic fibrosis NF-kB activation inhibition. KKLEB NF-kB-GFP reporter, PAF-induced, GFP fluorescence overnight. inhibition, % at 5 µM. hit rate 0.86% among 360,000. AID 588850;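 active = at least 50% inhibition at 5 µM, scaled per plate between neutral and stimulator controls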;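 also: PAF is a Pseudomonas aeruginosa culture filtrate used as stimulus; plate controls were PAF-stimulated DMSO wells for no effect and unstimulated DMSO wells for full effect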
NR2E3 ag-2: agonists of human nuclear receptor NR2E3 | Q9Y5X4 | GST-NR2E3/biotin-RetCOR TR-FRET, 1536-well | inhibition of corepressor binding, % at 4.78 µM | hit rate 0.12% among 320,000 | AID 2300;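 active = percent inhibition above the cutoff of mean plus 3 SD of all tested compounds, set per screening campaign, cut at about 20% in these data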;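 also: 0% = DMSO wells and 100% = biotin wells as full block of FRET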
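Assay system: NR2E3–RetCOR corepressor complex. Quantity: 1.35 nM GST-NR2E3. Buffer or medium: pH 7.5 Tris-based buffer. Reagent: biotinylated RetCOR corepressor at 7 nM final. Schedule: 5 h at 4 °C. Detection: TR-FRET, emission read at 617 and 671 nm. Replicates: one well per compound, singlicate testing.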
PDI turbidity: blocks human protein disulfide isomerase activity. hit rate 0.052% among 350,000. AID 588391. inhibition, % at 10 µM. PDI insulin aggregation turbidity, A650, 90 min. P07237;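 active = mean inhibition across replicates of 30% or more, whatever share of single replicates reach that level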;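 also: absorbance from insulin aggregation driven by PDI reduction with DTT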
Target sequence (P07237 whole entry, looked up): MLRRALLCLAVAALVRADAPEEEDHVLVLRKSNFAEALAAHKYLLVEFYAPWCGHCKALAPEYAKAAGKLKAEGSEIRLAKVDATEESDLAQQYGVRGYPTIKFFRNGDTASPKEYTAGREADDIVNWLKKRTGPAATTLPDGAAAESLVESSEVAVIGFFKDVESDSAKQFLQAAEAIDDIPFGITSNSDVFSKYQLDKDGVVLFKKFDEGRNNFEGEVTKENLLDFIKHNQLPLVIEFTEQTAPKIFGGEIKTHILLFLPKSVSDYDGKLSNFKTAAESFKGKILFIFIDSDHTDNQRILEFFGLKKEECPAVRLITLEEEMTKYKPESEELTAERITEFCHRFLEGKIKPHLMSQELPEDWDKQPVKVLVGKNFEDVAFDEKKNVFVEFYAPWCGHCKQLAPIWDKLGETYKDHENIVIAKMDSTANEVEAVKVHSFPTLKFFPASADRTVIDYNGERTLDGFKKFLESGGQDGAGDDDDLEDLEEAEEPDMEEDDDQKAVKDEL
Shn3 inh set2: inhibitors of Schnurri-3 3'UTR reporter in osteoblasts. inhibition, % at 12.5 µM. hit rate 0.52% among 360,000. Clone20 osteoblast Shn3 3'UTR firefly luciferase, 24 h;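 active = mean inhibition of at least 75% with every replicate also reaching 75%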;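 also: 0% = median of neutral control wells and 100% = pilot-screen positive control compound; some compounds past the cut are filed as inactive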
MITF TRPM1 inh: inhibitors of MITF-driven TRPM1 promoter in melanoma cells; hit rate 0.83% among 330,000; inhibition, % at 12.5 µM; SK-MEL-5 TRPM1 promoter luciferase, 24 h; AID 488899;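 active = mean inhibition across replicates of 60% or more, whatever share of single replicates reaches that level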; also: values of inactives mirror those of a sister screen read the other way
KKLEB cytotox: counter-screen for CF NF-kB inhibitors: cytotoxicity; AID 602141; hit rate 0.36% among 360,000; activity change (cytotoxicity), % at 5 µM; KKLEB CF airway cells viability, ATPlite luminescence, overnight; hits give low values; cells stimulated with P. aeruginosa culture filtrate;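 active = corrected activity change at or below -50% at 5 µM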
An asterisk follows results filed as active; . = not tested or not shown.

molecule,HIF-2a block,Vif imaging,Peg3 promoter,NR2E3 ag-1,CaV13 ICDI inh,CF NFkB inh,NR2E3 ag-2,PDI turbidity,Shn3 inh set2,MITF TRPM1 inh,KKLEB cytotox
Nc1nc(CSC(=S)N2CCCCC2)nc(Nc2ccccc2)n1,-168,-3,-166,-63,4,-6,0,2,-93,-45,-2
COc1ccc(OC)c(C(=O)NC(CC(N)=O)c2ccc(NCc3ccccn3)c([N+](=O)[O-])c2)c1 (configuration not stated),-4,-11,-1,-17,-10,18,2,1,-2,-2,-8
c1ccc(OCCOCCN2CCN(C(c3ccccc3)c3ccccc3)CC2)cc1,-4,-2,24,-2,-2,14,1,-3,25,16,-19
c1ccc(-c2csc(-c3ccncc3)n2)cc1,-193,-2,-124,-19,-18,-6,3,-5,-28,-31,3
CC(C)(C)NC(=O)CN(C(=O)Cn1nnc(-c2ccc(Cl)cc2)n1)C1CCN(Cc2ccccc2)CC1,8,0,31,-2,.,18,1,8,4,-7,-19
O=C(c1cc2ccccc2o1)N1CCN(S(=O)(=O)c2ccc(F)c(F)c2F)CC1,1,-1,8,-15,-3,-16,-1,11,6,5,-2
COc1cccc(C(=O)NNC(=O)C(=O)Nc2ccc(C)c(Cl)c2)c1,-8,-7,-16,-16,-3,39,3,18,-5,5,4
OCC(CO)(CO)NC(=S)Nc1cc(Cl)cc(Cl)c1,13,4,18,-4,-6,4,-5,-1,2,3,6
C/C(=N\Nc1ccc([N+](=O)[O-])cc1)c1ccc2c(c1)OCO2,-182,0,-174,-88,-8,-33,1,-16,-45,-73,12
O=C(Nc1ccc(F)cc1)Nc1nnc(COc2ccccc2F)s1,-2,0,45,-17,-17,58*,-2,7,6,-6,-24
CCCCNC(=O)CNC(=S)N(Cc1cc(OC)c(OC)c(OC)c1)C1CCCC1,17,3,21,6,-3,-3,-2,6,-13,12,3
O=C1NC(=O)/C(=C\c2ccc(Br)o2)S1,-119,11,-103,-58,-14,-15,2,0,10,-5,-6

(list continues)
molecule,HIF-2a block,Vif imaging,Peg3 promoter,NR2E3 ag-1,CaV13 ICDI inh,CF NFkB inh,NR2E3 ag-2,PDI turbidity,Shn3 inh set2,MITF TRPM1 inh,KKLEB cytotox
C(=N\c1nc2ccccc2n1CCN1CCCCC1)/c1ccc2c(c1)OCO2,-1,-10,-12,-10,-5,-15,0,-2,1,0,0
COc1ccc(-c2cc(-c3ccc(OC)cc3)[nH]n2)cc1,-229,5,-276,-98,.,4,2,-2,-46,-92,6
CCOC(=O)c1cc2c(=O)n3ccccc3nc2n(CCCOC)c1=NC(=O)c1ccncc1,12,13,8,2,153*,-4,-2,-3,15,-6,10
O=C(NC1CCCC1)c1nc2c(nnn2Cc2cccc(Cl)c2)c(=O)[nH]1,15,3,-1,6,-8,2,-1,9,-5,-2,-8
COc1ccc2[nH]c(C)c(CCN(Cc3cccs3)C(=S)Nc3ccccc3OC)c2c1,-12,-2,14,-19,-10,-2,1,-1,19,8,-2
CCOC(=O)C1CCN(S(=O)(=O)CCNC(=O)c2ccc3c(c2)OCO3)CC1,12,0,2,-12,-5,13,0,-5,-8,6,7
Oc1cccc(-c2ccc3nccn3c2)c1,-66,.,-64,-27,-5,19,.,-17,17,.,6
CCOc1ccccc1NC(=S)N1CCN(c2ccccc2)CC1,10,-8,7,-28,-2,-25,1,-7,-12,-2,-4
O=C(Nc1ccc(F)cc1)c1ccccc1,-186,5,-160,-45,-10,2,4,3,-39,-101,-5
Cc1ccc(-c2nnc(N)s2)cc1,-134,1,-107,-54,-4,3,-3,-5,-35,-50,7
CC(=O)Nc1ccc(NC(=O)COC(=O)COc2ccc3ccccc3c2)cc1,22,23,9,-4,-10,31,.,-7,2,6,-20
Cc1ccc2[nH]c3c(c2c1)CC/C(=C/c1ccccc1)C3=O,-180,3,-141,-46,-47,-1,2,2,-45,-43,-5

The results go on.
canonical_smiles	HIF-2a block	Vif imaging	Peg3 promoter	NR2E3 ag-1	CaV13 ICDI inh	CF NFkB inh	NR2E3 ag-2	PDI turbidity	Shn3 inh set2	MITF TRPM1 inh	KKLEB cytotox
CN(Cc1ccccc1)C(=O)COC(=O)c1cc(-c2ccc(Cl)s2)nc2ccccc12	-33	-8	0	-23	-5	-20	-2	2	19	0	-1
COC(=O)CC1C(=O)NCCN1C(=O)c1cc([N+](=O)[O-])ccc1Cl (configuration not stated)	8	15	7	7	-2	-11	-1	5	2	9	-13
O=C(c1cc(C2CCCCN2C(=O)CCCc2ccccc2)on1)N1CCOCC1 (configuration not stated)	0	16	-6	-29	-6	-1	.	3	8	.	-7
O=C(NC1CCCCC1)c1n[nH]c2c1CCCCC2	44*	-1	56*	24	-7	4	6	2	48	.	-33
COc1ccc2[nH]c3c(c2c1)CCN1C(=O)N([C@@H](C)C(=O)NC2CCCC2)C(=O)[C@]31C	7	-5	-2	1	.	-13	4	.	7	4	2
O=c1c2cc(NC(=S)NCc3ccccn3)ccc2nc2n1CCCCC2	-46	-10	1	5	-8	6	2	13	6	8	-10
O=C(CCC1CCCCC1)Nc1ccccc1O	-359	-6	-190	-20	-6	-5	-2	3	-94	-98	-2
COc1ccc(CCc2ccc3ccccc3n2)cc1	-234	-3	-243	-95	-17	-12	.	-9	-35	-66	1
CC1=NN(C(C#N)c2ccc(F)cc2)C(c2ccccc2)C1 (configuration not stated)	14	-1	19	-12	-5	12	0	2	-2	5	-15
O=C(Nc1ccc(Br)cc1)NC1CCCCCCC1	-270	-8	-284	-138	-3	18	-2	-2	-34	-84	3
COc1ccc(NS(=O)(=O)c2cccc(C(=O)N/N=C(\C)c3ccc(-n4ccnc4)cc3)c2)cc1	-2	-2	12	-5	.	5	0	6	13	-10	-5
O=C(COC(=O)c1ccc2ccccc2n1)Nc1ccccc1Br	17	2	4	0	-6	-2	.	4	2	18	15

CaV13 ICDI inh, what is marked active above
smiles | HIF-2a block | Vif imaging | Peg3 promoter | NR2E3 ag-1 | CaV13 ICDI inh | CF NFkB inh | NR2E3 ag-2 | PDI turbidity | Shn3 inh set2 | MITF TRPM1 inh
CCOC(=O)c1cc2c(=O)n3ccccc3nc2n(CCCOC)c1=NC(=O)c1ccncc1 | 12 | 13 | 8 | 2 | 153* | -4 | -2 | -3 | 15 | -6

Going on with the list.
canonical_smiles	HIF-2a block	Vif imaging	Peg3 promoter	NR2E3 ag-1	CaV13 ICDI inh	CF NFkB inh	NR2E3 ag-2	PDI turbidity	Shn3 inh set2	MITF TRPM1 inh	KKLEB cytotox
COc1ccccc1N1CCN(C(=O)CCC(=O)N2CCN(c3ccc(F)cc3)CC2)CC1	14	-12	17	-15	-21	4	8	-2	21	2	6
COc1cc(C)ccc1OCc1cc(C(=O)N2C[C@H]3CC[C@H]2C3)no1	-52	-2	-25	-28	-3	1	0	0	-11	-20	-16
O=C(COC(=O)Cc1ccc(S(=O)(=O)N2CCOCC2)s1)Nc1ccc([N+](=O)[O-])cc1	-2	6	5	-53	-5	-15	-1	-4	-4	-10	7
Cn1cc(CN2CCN(Cc3ccc4c(c3)OCO4)CC2)c(-c2ccccc2F)n1	10	2	15	-7	-4	3	-2	6	-9	-3	-6
CCn1ccnc1CNC(=O)c1cc(COc2ccc(F)cc2F)on1	-18	-9	-5	-5	-7	8	-2	0	-2	7	-2
CCOc1c(O)ccc(C2NC(=O)NC(C)=C2C(=O)OC)c1[N+](=O)[O-] (configuration not stated)	15	0	10	-35	-7	-20	1	-1	4	4	2
CCn1c(SCC(=O)NNC(=O)c2ccc(OC)cc2)nnc1C1CC1	10	16	1	-15	-7	-9	-4	3	-4	5	13
COC(=O)c1sc(NC(=S)NC(=O)c2cccc(C)c2)nc1C	-192	7	-258	-37	-15	6	-2	-1	0	-9	-2
Cc1ccc(C(=O)COC(=O)CNC(=O)c2cccs2)cc1C	5	3	3	-15	-3	-2	1	4	5	7	-4
O=C(CSc1nnc(-c2ccccn2)o1)Nc1cccc(Cl)c1	-208	2	-332	-37	-7	-2	4	1	-112	-160	-4
O=C(NCCc1ccccc1)/C(=C\c1ccc([N+](=O)[O-])cc1)NC(=O)c1ccco1	7	.	14	-12	-5	-12	4	9	5	7	-12
O=C1OCCN/C1=C\C(=O)c1ccc(Cl)cc1	20	-1	16	2	-5	0	4	6	-2	.	7

Entries of single compounds from above. Order of screens: HIF-2a block, Vif imaging, Peg3 promoter, NR2E3 ag-1, CaV13 ICDI inh, CF NFkB inh, NR2E3 ag-2, PDI turbidity, Shn3 inh set2, MITF TRPM1 inh, KKLEB cytotox
O=C(c1cc(C2CCCCN2C(=O)CCCc2ccccc2)on1)N1CCOCC1 (configuration not stated) is listed with 0, 16, -6, -29, -6, -1, ., 3, 8, ., -7
Cc1ccc(-c2nnc(N)s2)cc1 is listed with -134, 1, -107, -54, -4, 3, -3, -5, -35, -50, 7
OCC(CO)(CO)NC(=S)Nc1cc(Cl)cc(Cl)c1 is listed with 13, 4, 18, -4, -6, 4, -5, -1, 2, 3, 6
O=C1NC(=O)/C(=C\c2ccc(Br)o2)S1 is listed with -119, 11, -103, -58, -14, -15, 2, 0, 10, -5, -6
Nc1nc(CSC(=S)N2CCCCC2)nc(Nc2ccccc2)n1 is listed with -168, -3, -166, -63, 4, -6, 0, 2, -93, -45, -2

(further entries)
canonical_smiles	HIF-2a block	Vif imaging	Peg3 promoter	NR2E3 ag-1	CaV13 ICDI inh	CF NFkB inh	NR2E3 ag-2	PDI turbidity	Shn3 inh set2	MITF TRPM1 inh	KKLEB cytotox
COc1ccccc1C(CNC(=O)c1ccc(OCc2c(C)noc2C)cc1)N1CCCC1 (configuration not stated)	8	-5	22	-10	-6	-15	3	-9	12	-12	4
CC(=O)N1CCc2c(sc(NC(=O)CCS(=O)(=O)c3ccc(C)cc3)c2C(N)=O)C1	4	-1	-10	-4	-5	-42	2	-1	-15	5	6
Cc1cc(C)c(NC(=S)NCC2CCN(C(C)c3ccccc3)C2)c(C)c1 (configuration not stated)	7	0	11	4	-17	18	9	-3	13	7	-6
Cc1nc(CN2CCCCC2)cc(=O)[nH]1	17	7	-1	9	-3	-6	2	5	-21	8	8
COc1cc2ccc(C(C)=NNC(N)=S)cc2cc1OC	-195	8	-123	-12	-6	-94	.	-8	-15	.	14

Screens deposited in PubChem by several laboratories.
